# Source: PubChem BioAssay (Broad Institute)
# Mtb BioA inh: blocks M. tuberculosis BioA enzyme activity. purified M. tuberculosis BioA enzyme, plate reader. AID 602481. inhibition, % at 9.99 µM. 360,000 tested, 0.096% active; in the data active means inhibition above about 40%
# * marks the source's active call; other numbers are inactive results.
SMILES,Mtb BioA inh
Cc1noc(C)c1S(=O)(=O)N(C)C[C@H]1Oc2ccc(NS(=O)(=O)c3cccs3)cc2CC(=O)N([C@@H](C)CO)C[C@@H]1C,-1.8
CC(C)CC#Cc1cnc2c(c1)C(=O)N([C@@H](C)CO)C[C@H](C)[C@@H](CN(C)C(=O)Cc1cccnc1)O2,9.3
C[C@@H]1CN([C@H](C)CO)C(=O)c2cc(NC(=O)C3CCCCC3)ccc2O[C@@H](C)CCCCO[C@H]1CN(C)S(C)(=O)=O,0.4
CC(C)NC(=O)N1[C@H](CO)[C@@H](c2ccccc2)[C@H]1CNC(=O)CN(C)C,1.7
O=C(C[C@H]1CC[C@H](NC(=O)CC2CC2)[C@H](CO)O1)NCc1ccc(Cl)cc1,-1.8
C[C@@H]1CN([C@H](C)CO)C(=O)c2cc(NS(=O)(=O)c3ccc(Cl)cc3)ccc2O[C@H]1CN(C)S(=O)(=O)c1cn(C)cn1,-1.1
CCCC#Cc1ccc2c(c1)O[C@H](CN(C)C(=O)CC)[C@@H](C)CN([C@@H](C)CO)S2(=O)=O,1.2
CN1C(=O)c2cc(NC(=O)Cc3cccs3)ccc2OC[C@H]2O[C@H](CC(=O)NCC3CC3)CC[C@@H]21,-1.2
C[C@@H]1CN([C@H](C)CO)C(=O)c2c(c3ccccc3n2C)-c2ccccc2CO[C@H]1CN(C)C(=O)[C@@H]1CCCN1C,-0.3
O=C(CC1CC1)N1[C@@H](CO)[C@@H]2c3ccccc3N(S(=O)(=O)c3ccccc3F)C[C@@H]21,-3.5
C[C@H](CO)N1C[C@H](C)[C@H](CN(C)S(=O)(=O)c2cn(C)cn2)Oc2ncc(-c3cccc(C(F)(F)F)c3)cc2C1=O,1.4
C[C@H](CO)N1C[C@H](C)[C@H](CN(C)Cc2ccc(C(F)(F)F)cc2)Oc2ccc(NS(=O)(=O)c3ccc(F)cc3)cc2CC1=O,-0.9
C[C@@H](NC(=O)C[C@@H]1CC[C@H]2[C@@H](COC[C@@H](O)CN2C(=O)Nc2cccc(F)c2)O1)c1ccccc1,5.0
COCC(=O)Nc1ccc2c(c1)C(=O)N(C)C[C@@H](OC)[C@H](C)CN(Cc1cccnc1)[C@@H](C)CO2,-0.2
COc1ccc(S(=O)(=O)N(C)C[C@H]2OCCCC[C@@H](C)Oc3ccc(NS(=O)(=O)c4cccs4)cc3C(=O)N([C@@H](C)CO)C[C@H]2C)cc1,3.8
COCC(=O)Nc1ccc2c(c1)[C@@H]1C[C@@H](CC(=O)NC3CCCC3)O[C@@H](CO)[C@@H]1O2,2.9
Cc1noc(C)c1NC(=O)Nc1ccc2c(c1)C(=O)N([C@H](C)CO)C[C@@H](C)[C@@H](CN(C)C(=O)NC1CCCCC1)OCCCC[C@H](C)O2,0.8
O=C(NCC[C@H]1CC[C@@H](NC(=O)c2cnccn2)[C@@H](CO)O1)c1ccc2c(c1)OCO2,-0.3
CO[C@@H]1CC[C@@H]2CCN(C)C(=O)[C@H](C)N(C)C(=O)c3cc(C#N)ccc3OC[C@H]1O2,0.8
O=C(C[C@H]1C=C[C@@H](NS(=O)(=O)c2ccc(F)cc2)[C@@H](CO)O1)NC1CCCCC1,-1.2
O=C(C[C@H]1C[C@@H]2c3cc(NC(=O)C4CCC4)ccc3O[C@@H]2[C@H](CO)O1)NCc1cc(F)ccc1F,-3.6
C[C@H]1CN([C@@H](C)CO)S(=O)(=O)c2ccc(C#Cc3cccc(F)c3)cc2O[C@H]1CN(C)C(=O)NC1CCCCC1,0.7
O=C(C[C@@H]1CC[C@@H]2[C@H](COC[C@@H](O)CN2C(=O)c2ccncc2)O1)NCc1cccc(F)c1,-2.6
N#Cc1cccc(-c2ccc([C@@H]3[C@H](CO)N4CCCCN(C(=O)Cc5cccnc5)C[C@@H]34)cc2)c1,-2.1
O=C(C[C@H]1CC[C@H]2[C@@H](COC[C@@H](O)CN2S(=O)(=O)c2ccccc2)O1)N[C@H]1CCN(Cc2ccccc2)C1,1.4
N#Cc1cccc(-c2ccc([C@@H]3[C@@H](CO)N4CCCCN(S(=O)(=O)c5ccccc5)C[C@@H]34)cc2)c1,-2.8
C[C@@H]1CN([C@@H](C)CO)S(=O)(=O)c2ccc(-c3ccc(C#N)cc3)cc2O[C@H]1CN(C)C(=O)CN(C)C,-1.1
C[C@H](CO)N1C[C@H](C)[C@@H](CN(C)C(=O)Nc2ccc(C(F)(F)F)cc2)OCCCC[C@H](C)Oc2ccc(NC(=O)Nc3cccc4ccccc34)cc2C1=O,2.0
C[C@@H]1CN([C@H](C)CO)C(=O)c2cccc(NC(=O)C3CCOCC3)c2O[C@H]1CN(C)C(=O)Nc1ccccc1,0.5
CC(C)NC(=O)N1[C@H](CO)[C@H](c2ccc(-c3ccc(F)cc3)cc2)[C@@H]1C#N,1.8
C[C@@H]1CN([C@@H](C)CO)C(=O)c2cc(NC(=O)Nc3ccc(C(F)(F)F)cc3)ccc2O[C@@H]1CN(C)C(=O)Nc1ccc(C(F)(F)F)cc1,-7.0
C[C@H](CO)N1C[C@H](C)[C@H](CN(C)C(=O)c2ccc(F)cc2)Oc2ncc(-c3ccncc3)cc2C1=O,-0.4
CCC(=O)Nc1ccc2c(c1)C(=O)N(C)C[C@H](OC)[C@H](C)CN(C(=O)c1ccncc1)[C@H](C)CO2,-1.3
C[C@@H]1CN([C@H](C)CO)C(=O)Cc2cc(NC(=O)Cn3cnnn3)ccc2O[C@@H]1CN(C)Cc1ccc(C(=O)O)cc1,-2.8
COc1ccc(NC(=O)Nc2ccc3c(c2)C(=O)N([C@H](C)CO)C[C@H](C)[C@@H](CN(C)C(=O)Nc2ccc(F)cc2)OCCCC[C@@H](C)O3)cc1,0.9
C[C@@H]1CN([C@H](C)CO)C(=O)c2cc(C#Cc3cccnc3)cnc2O[C@@H]1CN(C)S(=O)(=O)c1ccccc1F,4.6
Cc1noc(C)c1NC(=O)Nc1ccc2c(c1)C(=O)N([C@@H](C)CO)C[C@@H](C)[C@H](CN(C)S(=O)(=O)c1cn(C)cn1)O2,0.2
C[C@H]1CN([C@@H](C)CO)C(=O)Cc2cc(NC(=O)C3CC3)ccc2O[C@@H]1CN(C)C,-1.2
C[C@@H]1CCCCO[C@@H](CN(C)C(=O)Nc2ccccc2)[C@@H](C)CN([C@@H](C)CO)C(=O)c2cc(NC(=O)Nc3ccc4c(c3)OCO4)ccc2O1,0.3
Cc1noc(C)c1S(=O)(=O)N(C)C[C@@H]1OCc2cn(nn2)CCCC(=O)N([C@H](C)CO)C[C@H]1C,-0.4
CN1CCN(C(=O)C[C@@H]2C[C@@H]3c4cc(NC(=O)Nc5ccccc5)ccc4O[C@@H]3[C@H](CO)O2)CC1,-2.9
CN1CCN(C(=O)C[C@H]2C[C@@H]3c4cc(NC(=O)c5cccnc5)ccc4O[C@@H]3[C@H](CO)O2)CC1,3.4
COc1ccccc1CNC(=O)C[C@@H]1CC[C@H]2[C@@H](COC[C@@H](O)CN2C(=O)Nc2ccc(C(F)(F)F)cc2)O1,1.4
O=C(C[C@H]1C[C@H]2c3cc(NC(=O)C4CCC4)ccc3O[C@H]2[C@H](CO)O1)NCc1ccccc1,-2.9
C[C@H]1CN([C@@H](C)CO)C(=O)c2cccc(NC(=O)Nc3ccc(F)cc3)c2O[C@H]1CN(C)S(C)(=O)=O,0.0
O=C(CN1CCOCC1)NCC[C@@H]1CC[C@@H](NS(=O)(=O)c2ccc(F)cc2)[C@@H](CO)O1,-1.6
COC(=O)[C@@H]1[C@@H](CO)[C@@H]2Cn3c(ccc(-c4ccccc4)c3=O)[C@H]1N2CC1CC1,1.1
C[C@@H](NC(=O)C[C@H]1C[C@H]2c3cc(NC(=O)c4ccc5c(c4)OCO5)ccc3O[C@H]2[C@@H](CO)O1)c1ccccc1,-1.0
Cc1noc(C)c1NC(=O)Nc1ccc2c(c1)C(=O)N([C@@H](C)CO)C[C@H](C)[C@H](CN(C)Cc1ccc3c(c1)OCO3)OCCCC[C@H](C)O2,-0.5
CN(C)C(=O)[C@@H]1[C@@H](CO)[C@@H]2Cn3c(cccc3=O)[C@H]1N2C(=O)c1ccccc1,-1.3

# Going on with the list:
SMILES,Mtb BioA inh
O=C(CN1CCOCC1)N1CCCCN2[C@H](CO)[C@H](c3ccc(C#Cc4ccccc4F)cc3)[C@@H]2C1,0.5
COc1ccc(NC(=O)N(C)C[C@@H]2Oc3cc(C#CCC(C)C)ccc3S(=O)(=O)N([C@@H](C)CO)C[C@H]2C)cc1,2.4
C[C@@H]1CN([C@H](C)CO)C(=O)c2cc(NC(=O)Cn3cnnn3)ccc2O[C@@H]1CN(C)S(=O)(=O)c1cccs1,2.1
C[C@@H]1CN([C@H](C)CO)S(=O)(=O)c2ccc(-c3cccnc3)cc2O[C@H]1CN(C)Cc1ccncc1,10.0
COc1ccc(NC(=O)N(C)C[C@@H]2Oc3ccc(N(C)C)cc3CC(=O)N([C@H](C)CO)C[C@H]2C)cc1,-2.0
CC=Cc1ccc2n(c1=O)C[C@@H]1[C@@H](CO)[C@H](C(=O)NCc3ccccc3)[C@H]2N1CC (mixture of isomers),1.1
C[C@@H]1CN([C@@H](C)CO)C(=O)c2cc(C3=CCCC3)cnc2O[C@@H]1CN(C)Cc1ccc(C(=O)O)cc1,0.9
N#C[C@H]1[C@H](c2ccc(-c3cccnc3)cc2)[C@@H](CO)N1C(=O)C1CCC1,5.3
O=S(=O)(c1ccccc1F)N1CCCCN2[C@@H](CO)[C@@H](c3ccc(-c4ccncc4)cc3)[C@@H]2C1,-2.4
O=C(CC(F)(F)F)N1C[C@H]2[C@@H](c3ccccc31)[C@H](CO)N2C(=O)C1CCCCC1,-2.7
Cc1noc(C)c1NC(=O)Nc1ccc2c(c1)C(=O)N([C@@H](C)CO)C[C@H](C)[C@H](CN(C)Cc1ccc(Cl)c(Cl)c1)O2,-1.8
COc1ccc(NC(=O)N(C)C[C@@H]2Oc3ccc(NC(=O)c4ccncc4)cc3CC(=O)N([C@H](C)CO)C[C@@H]2C)cc1,-2.0
Cc1ccc(S(=O)(=O)N[C@H]2CC[C@H](CC(=O)NCc3ccc(Cl)c(Cl)c3)O[C@@H]2CO)cc1,2.1
CC(C)NC(=O)Nc1ccc2c(c1)CC(=O)N([C@@H](C)CO)C[C@@H](C)[C@@H](CN(C)S(=O)(=O)c1ccccc1)O2,-0.2
COc1ccc(NC(=O)N(C)C[C@@H]2Oc3ccc(NS(=O)(=O)c4cn(C)cn4)cc3C(=O)N([C@@H](C)CO)C[C@H]2C)cc1,-1.9
C[C@@H]1CN([C@H](C)CO)C(=O)c2cc(NC(=O)Nc3ccccc3)ccc2O[C@@H]1CN(C)C(=O)Nc1ccc(C(F)(F)F)cc1,4.2
CCCN1[C@@H]2Cn3c(ccc(-c4cccc(F)c4)c3=O)[C@H]1[C@@H](C(=O)NCC)[C@@H]2CO,-1.4
CC(C)NC(=O)Nc1ccc2c(c1)C(=O)N([C@@H](C)CO)C[C@H](C)[C@@H](CN(C)S(=O)(=O)c1ccc(Cl)cc1)OCCCC[C@@H](C)O2,1.1
CN(C)C(=O)[C@@H]1[C@@H](CO)[C@@H]2Cn3c(ccc(C4=CCCCC4)c3=O)[C@H]1N2Cc1ccccc1,-0.9
CCCNC(=O)N(C)C[C@@H]1Oc2cc(C#CCN(C)C)ccc2S(=O)(=O)N([C@@H](C)CO)C[C@H]1C,-2.6
CC(C)NC(=O)N[C@@H]1CC[C@H](CCNC(=O)C2CCOCC2)O[C@@H]1CO,-4.3
C[C@@H]1CN([C@H](C)CO)C(=O)c2cc(NC(=O)Nc3ccccc3)ccc2O[C@H]1CN(C)C(=O)Nc1cccc2ccccc12,-2.3
COc1ccc(S(=O)(=O)Nc2ccc3c(c2)C(=O)N([C@@H](C)CO)C[C@@H](C)[C@@H](CN(C)S(=O)(=O)c2c(C)noc2C)O3)cc1,0.7
C[C@@H](O)C#Cc1ccc([C@H]2[C@@H](CO)N3CCCCN(C(=O)c4ccncc4)C[C@H]23)cc1,0.1
C[C@H]1CN([C@@H](C)CO)C(=O)c2cccc(NS(=O)(=O)c3ccc(F)cc3)c2O[C@H]1CN(C)C(=O)Nc1ccc(C(F)(F)F)cc1,8.8
COc1ccc(CNC(=O)C[C@H]2CC[C@@H]3[C@@H](COc4ccc(NC(=O)C5CC5)cc4C(=O)N3C)O2)cc1,0.5
COc1ccccc1C#Cc1ccc([C@@H]2[C@H](C#N)N(C(=O)C3CCC3)[C@H]2CO)cc1,-5.8
CO[C@@H]1CN(C)C(=O)c2ccc(NC(=O)Nc3c(C)noc3C)cc2OC[C@H](C)N(CC2CC2)C[C@@H]1C,-3.7

# Molecules listed so far that have a CF3 group (8):
SMILES,Mtb BioA inh
C[C@H](CO)N1C[C@H](C)[C@H](CN(C)S(=O)(=O)c2cn(C)cn2)Oc2ncc(-c3cccc(C(F)(F)F)c3)cc2C1=O,1.4
C[C@H](CO)N1C[C@H](C)[C@H](CN(C)Cc2ccc(C(F)(F)F)cc2)Oc2ccc(NS(=O)(=O)c3ccc(F)cc3)cc2CC1=O,-0.9
C[C@H](CO)N1C[C@H](C)[C@@H](CN(C)C(=O)Nc2ccc(C(F)(F)F)cc2)OCCCC[C@H](C)Oc2ccc(NC(=O)Nc3cccc4ccccc34)cc2C1=O,2.0
C[C@@H]1CN([C@@H](C)CO)C(=O)c2cc(NC(=O)Nc3ccc(C(F)(F)F)cc3)ccc2O[C@@H]1CN(C)C(=O)Nc1ccc(C(F)(F)F)cc1,-7.0
COc1ccccc1CNC(=O)C[C@@H]1CC[C@H]2[C@@H](COC[C@@H](O)CN2C(=O)Nc2ccc(C(F)(F)F)cc2)O1,1.4
O=C(CC(F)(F)F)N1C[C@H]2[C@@H](c3ccccc31)[C@H](CO)N2C(=O)C1CCCCC1,-2.7
C[C@@H]1CN([C@H](C)CO)C(=O)c2cc(NC(=O)Nc3ccccc3)ccc2O[C@@H]1CN(C)C(=O)Nc1ccc(C(F)(F)F)cc1,4.2
C[C@H]1CN([C@@H](C)CO)C(=O)c2cccc(NS(=O)(=O)c3ccc(F)cc3)c2O[C@H]1CN(C)C(=O)Nc1ccc(C(F)(F)F)cc1,8.8

# The list is partial; count on the stated rates, not on these rows.
